HTR2A ag = mouse HTR2A agonism via beta-arrestin recruitment. activation, % at 7.6 µM. 360,000 tested, 0.66% active. CHO-K1 mHTR2A beta-arrestin complementation, luminescence; percent of 30 µM serotonin response;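 active means activation above a run cutoff, the mean activation of all tested compounds plus 3 SD, cut at about 14% in these data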;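 further: 0% = plate median of compound wells and 100% = 30 µM serotonin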
Target sequence (P35363 whole entry, looked up): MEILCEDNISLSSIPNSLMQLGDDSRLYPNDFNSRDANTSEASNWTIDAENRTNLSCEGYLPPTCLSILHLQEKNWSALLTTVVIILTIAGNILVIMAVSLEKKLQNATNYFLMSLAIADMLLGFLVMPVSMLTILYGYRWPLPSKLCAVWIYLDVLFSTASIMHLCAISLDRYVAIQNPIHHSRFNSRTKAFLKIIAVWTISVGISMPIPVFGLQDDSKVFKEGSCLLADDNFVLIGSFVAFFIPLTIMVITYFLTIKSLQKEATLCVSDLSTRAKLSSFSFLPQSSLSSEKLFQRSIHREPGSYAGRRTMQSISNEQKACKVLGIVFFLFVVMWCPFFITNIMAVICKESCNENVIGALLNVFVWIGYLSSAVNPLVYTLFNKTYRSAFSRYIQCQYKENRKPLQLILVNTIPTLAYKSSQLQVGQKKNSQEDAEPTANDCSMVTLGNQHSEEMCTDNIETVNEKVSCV
PDI turbidity = PDI (human) enzyme inhibition. 350,000 tested, 0.052% active. PDI insulin aggregation turbidity, A650, 90 min. AID 588391. inhibition, % at 10 µM;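 active means mean inhibition across replicates of 30% or more, whatever share of single replicates reach that level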;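 further: absorbance from insulin aggregation driven by PDI reduction with DTT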
Target sequence (P07237 whole entry, looked up): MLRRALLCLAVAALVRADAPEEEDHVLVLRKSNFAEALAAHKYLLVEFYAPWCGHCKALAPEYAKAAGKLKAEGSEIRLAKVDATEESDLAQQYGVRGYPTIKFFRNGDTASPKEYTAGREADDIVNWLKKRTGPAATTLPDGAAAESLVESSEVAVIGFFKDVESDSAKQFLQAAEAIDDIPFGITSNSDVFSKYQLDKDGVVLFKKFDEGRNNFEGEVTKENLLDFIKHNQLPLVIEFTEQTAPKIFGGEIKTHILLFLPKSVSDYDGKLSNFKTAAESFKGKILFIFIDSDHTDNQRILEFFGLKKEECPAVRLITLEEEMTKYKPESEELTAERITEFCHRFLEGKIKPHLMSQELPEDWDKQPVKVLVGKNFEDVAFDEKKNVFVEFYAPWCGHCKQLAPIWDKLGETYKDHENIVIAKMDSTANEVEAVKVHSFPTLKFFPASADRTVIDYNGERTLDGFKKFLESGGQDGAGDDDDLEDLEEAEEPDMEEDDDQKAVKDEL
aDG glyco act = alpha-DG glycosylation activation; Pro5-aDG cells, alpha-DG glycosylation AlphaScreen (IIH6); 0% Pro5, 100% B10-LARGE cell signal; activation, % at 10 µM; 360,000 tested, 0.22% active;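 active means activation of at least 8% versus controls, or a plate z-score of at least 8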;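 further: Pro5 are CHO cells carrying HIG-tagged alpha-DG that lacks glycosylation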
Vif inh = HIV Vif inhibition | HEK293T cells, Vif self-association by quenched fluorescence, imaging, 24 h | AID 602346 | inhibition, % at 7.49 µM | 340,000 tested, 0.35% active; in the data active means inhibition above about 50%, passing the limit was not always enough; further: some results filed as inactive read as strong as hits
Granule exo inh = lytic granule exocytosis inhibition; AID 651702; 360,000 tested, 0.66% active; TALL-104 LAMP-1 surface exposure, flow cytometry; cells stimulated with thapsigargin and PMA; inhibition, % at 10 µM;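 active means inhibition above about 55%, limit read from the data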
N-glyco inh = N-linked glycosylation inhibition | reporter increase, % at 12.5 µM | 360,000 tested, 0.23% active | D54 ERlucT glycosylation luciferase reporter, 24 h; percent of 100 nM tunicamycin response;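 active means mean luciferase reporter signal, scaled so untreated is 0 and the glycosylation-blocking control 100, at or above a set limit in every replicate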;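 further: luciferase carries N-glycosylation sites so blocking glycosylation raises the light; 0% = median of neutral control wells and 100% = median of 100 nM tunicamycin wells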
iPSC survival up = hiPSC single-cell survival enhancement; ATPlite luminescence; 100% = ROCK inhibitor wells, 0% = DMSO; survival enhancement, % at 20 µM; 360,000 tested, 0.044% active; in the data active means survival enhancement above about 18%;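 further: cells exposed to compounds for 16 hours before the ATP read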
ABCB6 inh MLPCN = blocks the human ABCB6 transporter; Q9NP58; K562-ABCB6 porphyrin accumulation, flow cytometry, 1 h; stronger effect = lower value; fluorescence ratio to DMSO, % at 10 µM; 360,000 tested, 0.19% active; AID 602162;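 active means fluorescence ratio to DMSO below 75%, the collection mean minus 3 SD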;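 further: signal is porphyrin accumulated inside mitochondria; 100% equals median channel fluorescence of DMSO control wells; lower ratio means ABCB6 inhibition with less porphyrin fluorescence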
CaV13 ICDI inh = Disruptors of the CACNA1D IQ motif to Ca2+-dependent inactivation inhibitor domain association, primary screening, Förster resonance energy transfer in intact living … | HEK cells, CFP/YFP FRET ICDI-IQ, plate reader, 10 min; percent FRET-ratio fall versus neutral wells | inhibition, % at 12.3 µM | 340,000 tested, 0.098% active | AID 743397;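 active means mean replicate inhibition of at least 30% and at least 1% of replicates passing that level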;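 further: 0% = median of the neutral control wells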
Cardio protect = protects H9c2 cardiomyocytes from peroxide injury; H2O2 injury protection, ATPLite, 2 h; protection from H2O2 cell death, % at 20 µM; 360,000 tested, 0.63% active; AID 588492;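 active means compounds giving at least 50% protection of heart cells from peroxide-induced death in the single-dose screen, raw or plate-pattern-corrected value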;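 further: 0% = DMSO wells with peroxide and 100% = DMSO wells without peroxide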
Active calls of the source: *; . = not tested or not shown.

mol	Vif inh	iPSC survival up	aDG glyco act	PDI turbidity	HTR2A ag	N-glyco inh	CaV13 ICDI inh	ABCB6 inh MLPCN	Cardio protect	Granule exo inh
O=C(Nc1c(C(=O)O)oc2ccc(Br)cc12)c1ccccc1	-1	0.7	0.0	.	6	3	.	99	3	-2
CCOc1ccc2nc3sc(C(=O)N4CCN(C)CC4)c(N)c3cc2c1	.	-2.7	0.1	-1	-2	0	.	112	17	-2
COc1cc(OC)cc(C(=O)NC(=S)Nc2cccnc2)c1	23	-2.1	0.2	-5	-3	1	.	85	36	0
CN1CCN(C(=O)c2ccc(C(C)(C)C)cc2)CC1	0	2.4	-0.1	-1	2	-2	-9	104	-3	-4
Cc1ccc(S(=O)(=O)N2CCCC2)cc1C(=O)O	2	6.5	0.0	3	8	0	-4	105	1	0
CCOc1cc(N2CCOCC2)c(OCC)cc1NC(=O)c1nc2nc(C)cc(C)n2n1	4	4.2	-0.7	-6	8	2	.	102	48	10
Cc1ccc(S(=O)(=O)CCC(=O)OCC(=O)N(C)C2CCS(=O)(=O)C2)cc1 (stereo unspecified)	11	-0.5	-0.2	12	-3	-1	-2	94	-3	-1
COc1cc2c(cc1OC)-c1cc(NC3CC3)nc(=O)n1CC2	-1	-0.1	-0.1	6	5	7	-4	102	-6	1
CCCCn1c(=O)c(CCC(=O)OC(C)C(=O)Nc2cccc(Cl)c2Cl)nc2ccccc21 (stereo unspecified)	-10	-2.9	1.0	0	1	1	-6	88	2	3
O=C(Nc1ccccc1F)C1CC1c1ccccc1 (stereo unspecified)	-2	-1.2	-0.2	8	1	-1	-3	97	1	-9
CC/C(=N\Nc1ccc([N+](=O)[O-])cc1[N+](=O)[O-])c1ccc(O)cc1	-8	1.4	0.1	-6	-5	-1	-4	98	-16	-25
O=[N+]([O-])c1cc(/C=N/N2CCN(C3c4ccccc4-c4ccccc43)CC2)ccc1Cl	-1	-2.4	-0.4	5	-1	0	-5	87	-14	1
CCC(=O)N1CCCC1(C)C(=O)Nc1ccc2c(c1)CCN2C(C)=O (stereo unspecified)	.	8.2	-0.4	-1	5	-2	-4	72*	0	6
O=C(C[C@H]1C/C=C\C[C@@H](Cc2ccc(F)cc2)C(=O)OC[C@H]2CCCN2C1=O)NCCO	-4	3.6	0.0	5	12	1	-10	101	7	28
CCOC(=O)CSc1n[nH]c(NC(=O)c2cccc(C)c2)n1	-1	4.4	0.3	0	-1	-2	-7	100	4	-7
O=C1NC(c2ccccc2)=CC(c2ccccc2O)N1 (stereo unspecified)	-1	-2.5	0.0	-2	-2	3	-5	100	0	-2
COc1ccc(NCc2nnc(SCC(=O)Nc3cc(C)cc(C)c3)o2)cc1	-12	5.9	0.6	-3	1	3	-6	99	7	-2
CC1CN(Cc2cc(=O)oc3cc(O)ccc23)CC(C)O1 (stereo unspecified)	4	-0.5	0.0	15	7	1	-4	105	0	2
CCOC(=O)c1ccccc1N1C(=O)CSC1=S	6	-0.3	0.4	2	-1	4	-8	98	9	-1
COc1ccccc1NC(=O)C1CCN(c2ncccn2)CC1	2	0.4	-0.1	-12	-2	0	-6	95	7	-1
O=C(CNc1cccc(Cl)c1)c1ccc(Br)cc1	-3	-0.4	-0.2	-15	0	1	-3	102	-2	0
COc1cc(CNc2ccc3[nH]c(=O)[nH]c3c2)ccc1OCc1ccc(Cl)cc1	-2	-0.7	0.2	8	-4	0	-5	112	-8	-5
Cc1ccc(CCNS(=O)(=O)c2ccc3c(c2)NC(=O)C(C)C(=O)N3)cc1 (stereo unspecified)	.	1.2	-0.1	.	-3	-2	-5	100	-13	0
CC(=O)N1CCc2cc(S(=O)(=O)CCC(=O)NCc3ccc(F)cc3)ccc21	-1	-0.4	-0.1	-14	7	-1	-5	88	7	-2
O=C(O)c1cc(=O)[nH]c2ccccc12	-11	-0.7	0.1	.	0	1	.	96	-4	-1
O=C(NCCN1CCOCC1)c1cnn2c1NC(c1cccs1)CC2C(F)(F)F (stereo unspecified)	7	-0.4	-0.2	9	-3	3	-4	106	8	4
CCOc1ccc(C(=O)NNC2CC(=O)N(Cc3ccc(Cl)cc3)C2=O)cc1OC (stereo unspecified)	-3	-0.4	-0.1	-4	9	2	-2	101	-2	-1
CCN1CCN(C(c2nnnn2Cc2ccc3c(c2)OCO3)C(C)C)CC1 (stereo unspecified)	-6	2.8	0.0	-1	2	0	-5	97	2	3
O=C(CCNS(=O)(=O)c1ccc2[nH]c(=O)oc2c1)NCc1ccccc1	8	-0.4	0.5	-6	4	3	-4	88	0	-16
CCCC1=NN2C(=N)/C(=C\c3cc(C)n(-c4cccc(C)c4)c3C)C(=O)N=C2S1	6	0.5	0.1	0	0	-3	-3	100	-3	-3

A draw from above in order of count of non-hydrogen atoms, low to high:
mol	Vif inh	iPSC survival up	aDG glyco act	PDI turbidity	HTR2A ag	N-glyco inh	CaV13 ICDI inh	ABCB6 inh MLPCN	Cardio protect	Granule exo inh
O=C(O)c1cc(=O)[nH]c2ccccc12	-11	-0.7	0.1	.	0	1	.	96	-4	-1
O=C(Nc1c(C(=O)O)oc2ccc(Br)cc12)c1ccccc1	-1	0.7	0.0	.	6	3	.	99	3	-2
CCOc1ccc2nc3sc(C(=O)N4CCN(C)CC4)c(N)c3cc2c1	.	-2.7	0.1	-1	-2	0	.	112	17	-2

Other structures follow.
mol	Vif inh	iPSC survival up	aDG glyco act	PDI turbidity	HTR2A ag	N-glyco inh	CaV13 ICDI inh	ABCB6 inh MLPCN	Cardio protect	Granule exo inh
COc1ccc(C(CNC(=O)CCNC(=O)c2ccccc2OC)N2CCCC2)cc1 (stereo unspecified)	-6	-0.4	-0.1	6	-13	-2	-6	99	2	2
Nc1nc2sc3c(c2c(=O)s1)CCCC3	11	-0.7	0.0	9	-4	4	-9	92	-4	0
CCc1ccccc1-n1nnc(-c2ccccc2)n1	-6	-0.6	0.1	-5	1	1	-14	97	1	3
COc1ccc(OCCNC(=O)c2ccc(C)cc2)cc1	-4	0.4	0.0	-11	1	4	-5	98	3	25
COC(=O)c1ccc(N2C(=O)C3CC=CC(C)C3C2=O)cc1 (stereo unspecified)	20	0.6	-0.2	9	1	1	-13	98	-3	30
Cc1ccc(C(=O)Nc2cccc(C(=O)NCc3ccco3)c2)cc1	-11	0.5	1.3	-7	-4	-3	0	87	-11	-1
Cc1nn(CC#N)c(=O)n1-c1cccc(F)c1	.	-2.1	0.0	-3	-2	0	.	94	1	-2
O=C(Nc1ccnn1C1CCN(Cc2cccc(F)c2F)CC1)C1CCCC1	-3	1.0	0.1	4	1	-4	-6	97	-2	1
Cc1cc(N=Nc2ccc(Cl)cc2)cc(CN2CCOCC2)c1O	-21	-0.4	-0.4	-3	3	-3	-20	93	0	3
COC(=O)CCCCCCCC(=O)Nc1nnc(C(F)(F)F)s1	-9	0.5	0.0	-5	0	1	-15	98	10	-7
CN(C)c1ccc(C(=S)NCc2ccco2)cc1	2	1.2	0.1	3	-3	-8	-4	96	-7	-1
CN1C(=O)COc2ccc(C(=O)c3ccccc3C(=O)O)cc21	3	3.7	0.2	7	4	3	-6	98	2	1
CCn1nc(C(=O)OCC(=O)N2c3ccccc3CC2C)c2ccccc2c1=O (stereo unspecified)	43	-0.6	3.4	-2	5	4	-5	97	32	-3
COc1ccc(Cl)cc1C(=O)n1cnc2ccccc21	1	0.2	-0.2	7	7	2	-3	90	3	11
COc1cccc(C(=O)COc2ccc(NC(=O)c3ccccc3)cc2)c1	-2	0.0	0.1	0	-3	2	-10	99	-7	-4
CC1CN(CCCOc2ccccc2-c2ccccc2)CC(C)O1 (stereo unspecified)	3	-0.7	0.0	5	-3	-2	-1	92	-6	-1
COc1ccc(C(=O)CN2C(=O)NC3(CCc4ccccc43)C2=O)cc1 (stereo unspecified)	6	0.2	-0.3	-5	0	1	-3	102	-2	10
Cc1cccc(/C=N/NC(=O)CNc2cccc3ccccc23)n1	1	-0.4	1.4	-3	1	-1	-4	103	2	5
CCOC(=O)c1c(S(=O)(=O)NCC(C)c2ccccc2)c(C)n(C)c1C (stereo unspecified)	-8	0.0	0.0	3	1	-2	-8	102	-1	1
CCCCn1c(N)c(N(CC)C(=O)CCNC(=O)NC23CC4CC(CC(C4)C2)C3)c(=O)[nH]c1=O	-5	-0.3	0.1	7	-6	0	-5	102	1	24
Nc1cc(=O)[nH]c(SCC(=O)NC2CCCCCCC2)n1	-7	5.4	-0.2	1	2	2	-6	94	-5	-4
CSCC(C)N1CCC(n2nccc2NC(=O)CCOc2ccccc2)CC1 (stereo unspecified)	-1	0.6	-0.1	-6	-5	-1	-5	98	0	2
CC(=O)Nc1nnc(S(N)(=O)=O)s1	0	3.9	-0.1	-6	-6	3	-5	103	0	-3
Cc1ccccc1C1NC(=O)c2ccccc2O1 (stereo unspecified)	-1	-0.5	0.3	6	-3	0	-18	102	5	-6
CCCCn1c(N)c(N(CCOC)C(=O)c2ccc(S(=O)(=O)N(CC)c3ccccc3)cc2)c(=O)[nH]c1=O	-3	0.1	1.3	4	3	2	-6	99	6	-2
CC1CC(C)CN(CC(=O)Nc2cc(S(=O)(=O)N3CCOCC3)ccc2N2CCCC2)C1 (stereo unspecified)	4	-0.2	0.2	-4	1	-2	-6	97	10	-3
CCCn1c(SC(C)C(=O)NC2CCCC2)n[nH]c1=O (stereo unspecified)	-5	-0.2	0.1	2	6	1	-1	101	0	35
CCCn1nnc(NC(=O)c2ccc(F)cc2)n1	3	3.4	0.2	1	-2	1	-8	93	-3	0
Nc1c(C(=O)Nc2ccc3c(c2)OCCO3)nnn1Cc1cccc(F)c1	20	-0.5	1.5	2	-6	-4	-6	100	-13	-6
CCCc1nc(NCCO)c(C#N)c2c1CCCC2	6	-0.1	0.0	-2	-3	0	-17	104	-3	0

Assay outcomes: PubChem BioAssay, several laboratories
